# STK33 kin inh = STK33 kinase inhibitors, primary screen, biochemical, luminescence, ADP-Glo, MBP substrate | inhibition, % at 12.5 µM | 0.44% of 27,000 active | AID 2322, 2010; in the data active = inhibition above about 20%; inconclusive = no clear call, values can overlap the other calls
# Target sequence (Q9BYT3 whole entry, looked up): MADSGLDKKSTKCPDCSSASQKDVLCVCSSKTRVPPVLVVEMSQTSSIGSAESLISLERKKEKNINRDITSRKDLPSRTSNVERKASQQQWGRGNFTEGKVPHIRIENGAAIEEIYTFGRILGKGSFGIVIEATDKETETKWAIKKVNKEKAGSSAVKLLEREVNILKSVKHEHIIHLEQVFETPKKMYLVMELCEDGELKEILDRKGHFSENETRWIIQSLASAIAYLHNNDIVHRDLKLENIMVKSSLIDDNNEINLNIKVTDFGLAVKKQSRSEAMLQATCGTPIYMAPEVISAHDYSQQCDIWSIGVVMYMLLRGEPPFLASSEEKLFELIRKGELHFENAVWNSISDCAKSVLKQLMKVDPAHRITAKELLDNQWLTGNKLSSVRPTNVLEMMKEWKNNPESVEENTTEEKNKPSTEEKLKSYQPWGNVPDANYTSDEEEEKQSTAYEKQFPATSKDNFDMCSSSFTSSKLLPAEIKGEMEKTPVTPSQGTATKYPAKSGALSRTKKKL
# p53 PUMA act = mutant p53 pathway re-activators, primary screen, cell-based, SW480, luciferase, single point, HTS; SW480 PUMA-promoter luciferase, p53 mutant reactivation; activation, % at 9.98 µM; 1.5% of 28,000 active; in the data active = activation above about 52%; inconclusive = no clear call, values can overlap the other calls
# The depositor's hits bear a star; ? = inconclusive; . = no result given. The list is partial, so the mix of outcomes need not match the whole.
SMILES,STK33 kin inh,p53 PUMA act
COc1c(OC2OC(CO)C(O)C(O)C2O)ccc(O)c1C(=O)OCc1ccccc1O[C@@H]1O[C@H](CO)[C@@H](O)[C@H](O)[C@H]1O (some centres not stated),-1,5
C=C(C(=O)O)C1CCC2(C)CCC(O)C2(C(C)=O)C1 (configuration not stated),-7,-2
C[C@H]1CCCCO[C@H](CN(C)C)[C@@H](C)CN([C@@H](C)CO)C(=O)c2cc(NC(=O)CCCN(C)C)ccc2O1,.,-12
CCCN(C)C[C@@H]1OCCCC[C@@H](C)Oc2ccc(NS(=O)(=O)c3ccc(C)cc3)cc2C(=O)N([C@H](C)CO)C[C@@H]1C,0,.
N#Cc1cnc2c(-c3ccccc3)c(COc3ccccc3)nn2c1N,.,-10
CN(C)S(=O)(=O)N(CC(=O)O)c1ccccc1,3,-5
C[C@@H]1CCC2C(C)(C)CCC[C@@]2(C)[C@@]1(O)CC/C(=C\CO)CO (some centres not stated),0,4
CCc1c(C)nc(SCC(=O)Nc2ccc(OC)cc2)[nH]c1=O,-4,-10
C[C@@H]1CN([C@@H](C)CO)C(=O)Cc2cc(N(C)C)ccc2O[C@@H]1CN(C)Cc1ccc(Oc2ccccc2)cc1,2,.
COc1ccc(NC(=O)Nc2ccc3c(c2)CC(=O)N([C@@H](C)CO)C[C@@H](C)[C@@H](CN(C)C(=O)Nc2ccc(OC)cc2)O3)cc1,1,.
Cc1ccc(C(=O)CC(C(=O)O)n2ccc(C)n2)cc1 (configuration not stated),2,-8
Cc1ccc(N(CC(=O)Nc2ccccc2-c2ccccc2)S(C)(=O)=O)cc1C,-2,-7
O=C(C[C@@H]1C[C@H]2c3cc(NC(=O)C4CCC4)ccc3O[C@H]2[C@H](CO)O1)NCc1cccc(F)c1,.,9
COc1ccc(CN(C)C[C@@H]2Oc3ccc(NC(=O)Nc4ccc5c(c4)OCO5)cc3C(=O)N([C@H](C)CO)C[C@@H]2C)cc1,-1,.
COc1cc(NC(=O)COc2ccc(Cl)cc2Cl)c2ncccc2c1,3,2
CCOC(=O)Nc1ccc2c(c1)N(C(=O)CN1CCOCC1)c1ccccc1CC2,1,6
COc1ccc(S(=O)(=O)Nc2ccc3c(c2)C(=O)N([C@H](C)CO)C[C@H](C)[C@H](CN(C)Cc2ccc(C(F)(F)F)cc2)OCCCC[C@@H](C)O3)cc1,6,.
CC(=O)c1cccc(NC(=O)Cn2nc(C)c([N+](=O)[O-])c2C)c1,1,-8
COc1ccc(CCNC(=O)c2nc(SC)ncc2Cl)cc1OC,9,8
CN1CCN(C(=O)C[C@H]2C[C@H]3c4cc(NC(=O)CC5CC5)ccc4O[C@H]3[C@@H](CO)O2)CC1,.,7
C[C@@H]1CN([C@H](C)CO)C(=O)Cc2cc(NC(=O)Nc3ccc4c(c3)OCO4)ccc2O[C@H]1CN(C)Cc1ccc(Cl)c(Cl)c1,6,.
O=C(C[C@@H]1C[C@H]2c3cc(NC(=O)NC4CCCC4)ccc3O[C@H]2[C@H](CO)O1)NCc1cc(F)ccc1F,.,-3
O=C(CSc1ncnc2scc(-c3ccc(Cl)cc3)c12)Nc1nsc(-c2ccccc2)n1,1,-4
CCCC#Cc1ccc2c(c1)O[C@H](CN(C)S(=O)(=O)c1cccc(F)c1)[C@H](C)CN([C@H](C)CO)S2(=O)=O,.,-34
COc1ccc(Cl)cc1NC(=O)COc1ccc([N+](=O)[O-])cc1,0,9
# The results go on.
SMILES,STK33 kin inh,p53 PUMA act
NS(=O)(=O)c1ccc(NC(=S)NCCc2c[nH]c3ccccc23)cc1,-2,-3
OCCn1c(SCCOc2ccccc2)nc2ccccc21,-3,17
Cc1noc(C)c1S(=O)(=O)Nc1cccc2c1O[C@@H](CN(C)Cc1ccc(C(=O)O)cc1)[C@@H](C)CN([C@@H](C)CO)C2=O,.,-4
Cc1ccc(S(=O)(=O)N(C)C[C@H]2Oc3ccc(NC(=O)Nc4c(C)noc4C)cc3C(=O)N([C@@H](C)CO)C[C@H]2C)cc1,1,.
C[C@@H]1CN([C@H](C)CO)C(=O)c2cc(C#CC3CC3)cnc2O[C@H]1CN(C)Cc1ccccn1,.,-4
CNC[C@H]1Oc2ccc(NC(=O)C3CC3)cc2CC(=O)N([C@H](C)CO)C[C@@H]1C,.,11
O=Nc1c(-c2c(O)[nH]c3ccccc23)[nH]c2ccccc12,.,-59
COc1cc(NS(=O)(=O)c2ccc(NC(=O)c3ccc(Cl)cc3Cl)cc2)ncn1,10,-3
Cc1ccccc1NC(=O)COc1ccc(-c2nc3sc4c(c3c(=O)[nH]2)CCCC4)cc1,1,8
O=C(O)C(Cc1ccccc1)N1C(=O)C2C3C=CC(C3)C2C1=O (configuration not stated),-2,3
C[C@@H]1CN([C@H](C)CO)C(=O)c2cc(NC(=O)Cc3ccccc3)ccc2O[C@@H]1CN(C)C(=O)NC1CCCCC1,.,4
CCc1cc2c(=O)n(-c3ccccc3)c(SCC(=O)Nc3ccc([N+](=O)[O-])cc3)nc2s1,1,-13
C[C@@H]1CN([C@H](C)CO)C(=O)c2cc(NS(=O)(=O)c3cccs3)ccc2O[C@H]1CN(C)S(=O)(=O)c1ccccc1,0,6
CCOc1c(S(=O)(=O)NCc2ccco2)ccc(Cl)c1Cl,1,-16
O=c1c2ccccc2nc2c3ccccc3c(NCc3ccccn3)nn12,-3,10
C[C@H](CO)N1C[C@H](C)[C@H](CN(C)S(=O)(=O)c2cccs2)Oc2ccc(NS(C)(=O)=O)cc2CC1=O,2,0
C[C@H]1CN([C@@H](C)CO)C(=O)c2cc(NC(=O)Nc3ccc(F)cc3)ccc2O[C@@H]1CN(C)S(=O)(=O)c1cccs1,5,-6
Cc1noc(C)c1NC(=O)Nc1ccc2c(c1)C(=O)N([C@H](C)CO)C[C@@H](C)[C@H](CN(C)C(=O)C1CCCCC1)OCCCC[C@@H](C)O2,.,-11
Cc1cc(C)nc(SCC(=O)c2ccc(Oc3ccccc3)cc2)n1,-1,24
CS(=O)(=O)N(CC(=O)Nc1cc(C(F)(F)F)ccc1Cl)c1cccc([N+](=O)[O-])c1,-5,5
CCC(=O)Nc1ccc(C(=O)Nc2cc(OC)ccc2NC(=O)c2ccco2)cc1,1,1
CC(C)NC(=O)Nc1ccc2c(c1)C(=O)N([C@@H](C)CO)C[C@H](C)[C@H](CN(C)C(=O)CCC(F)(F)F)OCCCC[C@H](C)O2,.,15
C[C@@H]1CN([C@H](C)CO)C(=O)Cc2cc(NC(=O)Cn3cnnn3)ccc2O[C@H]1CN(C)C(=O)NC1CCCCC1,-3,2
CC(C)NC(=O)Nc1ccc2c(c1)C(=O)N([C@@H](C)CO)C[C@@H](C)[C@H](CN(C)S(=O)(=O)c1cn(C)cn1)O2,0,.
C[C@H](CO)N1C[C@H](C)[C@H](CN(C)Cc2ccccc2)Oc2ccc(NS(=O)(=O)c3ccccc3)cc2CC1=O,1,.

# Reprinted at random: five entries already listed, in no set order.
SMILES,STK33 kin inh,p53 PUMA act
C[C@@H]1CN([C@H](C)CO)C(=O)Cc2cc(NC(=O)Cn3cnnn3)ccc2O[C@H]1CN(C)C(=O)NC1CCCCC1,-3,2
CCC(=O)Nc1ccc(C(=O)Nc2cc(OC)ccc2NC(=O)c2ccco2)cc1,1,1
O=C(O)C(Cc1ccccc1)N1C(=O)C2C3C=CC(C3)C2C1=O (configuration not stated),-2,3
C[C@@H]1CN([C@H](C)CO)C(=O)c2cc(C#CC3CC3)cnc2O[C@H]1CN(C)Cc1ccccn1,.,-4
Cc1ccc(S(=O)(=O)N(C)C[C@H]2Oc3ccc(NC(=O)Nc4c(C)noc4C)cc3C(=O)N([C@@H](C)CO)C[C@H]2C)cc1,1,.

# Later entries.
SMILES,STK33 kin inh,p53 PUMA act
CCOC(=O)C(C)Sc1ncnc2c1sc1nc(N3CCOCC3)c3c(c12)CC(C)(C)OC3 (configuration not stated),-1,6
CNC[C@H]1OCCCC[C@@H](C)Oc2ccc(NC(=O)NC3CCCCC3)cc2C(=O)N([C@H](C)CO)C[C@@H]1C,-2,.
CC(C)(C)OC(=O)N[C@@H](Cc1ccccc1)c1n[nH]c(=S)o1,0,.
C[C@H](CO)N1C[C@H](C)[C@H](CN(C)C(=O)Nc2ccccc2)Oc2ncc(C#CCN(C)C)cc2C1=O,-2,.
COCCOC(=O)N1C(=O)[C@@]2(c3cc(C#CC4=CCCCC4)ccc31)[C@H](C(=O)N1CCN(c3ncccn3)CC1)[C@H]1C(=O)O[C@H](c3ccccc3)[C@H](c3ccccc3)N1[C@@H]2c1ccccc1OCCO,13,.
CS(=O)(=O)Nc1ccc([N+](=O)[O-])cc1OC1CCCCC1,-1,4
C[C@@H]1CN([C@@H](C)CO)C(=O)CCCn2nncc2CO[C@H]1CN(C)C(=O)Nc1cccc(F)c1,-5,.
CC(C)NC(=O)Nc1ccc2c(c1)C(=O)N([C@H](C)CO)C[C@H](C)[C@@H](CN(C)CC1CCCCC1)OCCCC[C@@H](C)O2,2,.
c1ccc(-c2nnc(SCC3CCOCO3)n2-c2ccccc2)cc1 (configuration not stated),.,1
C[C@@H]1CN([C@@H](C)CO)C(=O)c2cc(NC(=O)C3CC3)ccc2O[C@H]1CN(C)C,.,-1
COc1ccc(S(=O)(=O)N(C)C[C@@H]2Oc3c(NC(=O)NC4CCCCC4)cccc3C(=O)N([C@@H](C)CO)C[C@@H]2C)cc1,.,-13
COc1ccccc1NC(=O)C(C)N1c2cccc3cccc(c23)S1(=O)=O (configuration not stated),2,-1
CC1(CCO[C@H]2O[C@H](CO)[C@@H](O)[C@H](O)[C@H]2O)CCC2C(=CCC3[C@]2(C)CCC[C@@]3(C)C(=O)O)C1 (some centres not stated),0,-13
COc1ccc(CN(Cc2cccn2C)C(=O)c2cc3cc(OC)ccc3[nH]2)cc1,.,-4
CCOC(=O)CSc1nnc2c3ccccc3n(C)c2n1,2,-5
C[C@H](CO)N1C[C@H](C)[C@@H](CN(C)C(=O)Nc2ccc(F)cc2)Oc2ccc(NC(=O)NC3CCCCC3)cc2C1=O,-1,5
Cc1noc(C)c1NC(=O)N(C)C[C@H]1Oc2ccc(NS(=O)(=O)c3cn(C)cn3)cc2C(=O)N([C@H](C)CO)C[C@H]1C,.,0
C[C@@H]1CN([C@@H](C)CO)C(=O)Cc2cc(NS(=O)(=O)c3ccc(F)cc3)ccc2O[C@@H]1CN(C)CC1CC1,1,.
Cc1ccccc1-n1c(C)cc(/C=C2\NC(=O)NC2=O)c1C,.,23
Cc1cc(C)c(C)c(Oc2coc3cc(OCC(=O)Nc4ccccc4F)ccc3c2=O)c1,2,-21
COc1cc(-c2ccc(=O)[nH]n2)ccc1OC(F)F,1,.
Clc1ccc(CSc2nnc(-c3ccco3)n2Cc2ccco2)c(Cl)c1,1,19
Cc1ccc(S(=O)(=O)Nc2ccc3c(c2)C(=O)N([C@@H](C)CO)C[C@H](C)[C@H](CN(C)Cc2ccncc2)O3)cc1,-1,5
C[C@H]1CN([C@@H](C)CO)C(=O)Cc2cc(NC(=O)C3CC3)ccc2O[C@@H]1CN(C)S(=O)(=O)c1ccc(F)cc1,4,.
CN(C)/C=C1/Nc2ccccc2C1=O,.,?

# Given with bars between the fields: entries from further up
molecule | STK33 kin inh | p53 PUMA act
CC1(CCO[C@H]2O[C@H](CO)[C@@H](O)[C@H](O)[C@H]2O)CCC2C(=CCC3[C@]2(C)CCC[C@@]3(C)C(=O)O)C1 (some centres not stated) | 0 | -13
C[C@@H]1CN([C@@H](C)CO)C(=O)c2cc(NC(=O)C3CC3)ccc2O[C@H]1CN(C)C | . | -1

# Remaining list, next part:
SMILES,STK33 kin inh,p53 PUMA act
CCCc1cc(=O)[nH]c(SCC(=O)Nc2ccc(C)cc2C)n1,0,5
CC(C)(C)c1ccc(C(=O)N2CCCC2)cc1,-1,.
CCCNC(=O)N(C)C[C@H]1Oc2ncc(C#C[C@H](C)O)cc2C(=O)N([C@H](C)CO)C[C@@H]1C,.,10
CNC[C@H]1OCCCC[C@H](C)Oc2ccc(NC(=O)Nc3cccc4ccccc34)cc2C(=O)N([C@@H](C)CO)C[C@@H]1C,.,-5
C[C@@H]1CN([C@@H](C)CO)C(=O)c2cc(NS(=O)(=O)c3ccccc3)ccc2O[C@@H](C)CCCCO[C@@H]1CN(C)C(=O)C1CCCCC1,.,-6
COc1ccc(NC(=O)CN2CCN(S(=O)(=O)c3ccc4ccccc4c3)CC2)cc1,-1,-13
C[C@@H]1O[C@@H](O[C@H]2[C@H](O)[C@@H](O)[C@H](OC[C@H]3O[C@@H](OC(=O)[C@]45CCC(C)(C)CC4C4=CCC6[C@@]7(C)CC[C@H](O)C(C)(C)C7CC[C@@]6(C)[C@]4(C)CC5)[C@H](O)[C@@H](O)[C@@H]3O)O[C@@H]2CO)[C@H](O)[C@H](O)[C@H]1O (some centres not stated),2,.
COc1ccc(S(=O)(=O)N(C)C[C@H]2Oc3c(NC(=O)C4CCOCC4)cccc3C(=O)N([C@@H](C)CO)C[C@H]2C)cc1,.,-9
C[C@@H]1CN([C@@H](C)CO)C(=O)CCCn2cc(nn2)CO[C@H]1CN(C)Cc1ccccc1C(=O)O,0,.

# By substructure: the compounds so far containing a CF3 group (3)
SMILES,STK33 kin inh,p53 PUMA act
COc1ccc(S(=O)(=O)Nc2ccc3c(c2)C(=O)N([C@H](C)CO)C[C@H](C)[C@H](CN(C)Cc2ccc(C(F)(F)F)cc2)OCCCC[C@@H](C)O3)cc1,6,.
CS(=O)(=O)N(CC(=O)Nc1cc(C(F)(F)F)ccc1Cl)c1cccc([N+](=O)[O-])c1,-5,5
CC(C)NC(=O)Nc1ccc2c(c1)C(=O)N([C@@H](C)CO)C[C@H](C)[C@H](CN(C)C(=O)CCC(F)(F)F)OCCCC[C@H](C)O2,.,15

# Whole records, quoted from the list:
# `CC(C)(C)c1ccc(C(=O)N2CCCC2)cc1` in the list: STK33 kin inh = -1; p53 PUMA act = .
# `COc1ccc(NC(=O)CN2CCN(S(=O)(=O)c3ccc4ccccc4c3)CC2)cc1` in the list: STK33 kin inh = -1; p53 PUMA act = -13
